Rac1 GTP hydrolysis – MgcRacGAP GTPase-activating activity inhibitors, confirmation, biochemical, ADP Hunter fluorescence. Rac GTPase-activating protein 1 (Homo sapiens). MgcRacGAP-stimulated Rac1 GTP hydrolysis, ADP Hunter fluorescence; higher % means a stronger effect; GST-tagged Rac1 F28L mutant substrate. one-dose inhibition, % at 30 µM; IC50 in µM for titrated hits. hit rate 0.6% among 340,000. AID 624330, 2012;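 active = first-screen hits whose inhibition reached a set limit at any dose in the follow-up dose series; inconclusive = inhibition above the set first-screen limit but never retested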;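 also: fluorescence reports GDP produced by GAP-driven GTP hydrolysis; strong numbers were not always called active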
Salmonella PhoP GFP – inhibitors of PhoP regulon expression, primary screen, Salmonella Typhimurium, GFP reporter (AID 1863) | S. Typhimurium PhoP-regulated promoter GFP reporter, 4 h; higher % means a stronger effect | one-dose inhibition, % at 50 µM; IC50 in µM for titrated hits | hit rate 0.16% among 300,000;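 active = inhibition over 29.93%, a cutoff 3 SD above the screen mean, later confirmed by dose response; inconclusive = inhibition over 29.93% but no dose response follow-up; inactive = inhibition at most 29.93% or unconfirmed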;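 also: 0% = low Mg2+ inducing control and 100% = high Mg2+ repressing control; strong numbers were not always called active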
UTI89 phage lysis – inhibition of K1F phage lysis, E. coli UTI89, bacterial capsule biogenesis inhibitors, alamar blue (AID 488966); E. coli UTI89 K1F phage lysis, alamar blue, 2 h; higher % means a stronger effect; one-dose inhibition, % at 100 µM; IC50 in µM for titrated hits; hit rate 0.02% among 340,000;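 active = phage lysis inhibition, versus mean bacterial control, above a set limit; inconclusive = no clear call, values can overlap the other calls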;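 also: capsule biogenesis inhibitors block K1F phage lysis so surviving cells raise fluorescence; higher fluorescence means more inhibition of phage lysis; actives were called in the ten point dose series up to 300 µM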
NTR1 agonist – agonists of NTR1, primary screen, imaging, U2OS cells, beta-arrestin-GFP, high content (AID 493036); activation, % at 20 µM; Neurotensin receptor type 1 (Homo sapiens), P30989; NTR1-U2OS beta-arrestin-GFP spot imaging, agonist mode; hit rate 0.17% among 330,000;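 active = activation at or above 40% of the spot to cytoplasm intensity ratio, with at least 20 cells analyzed; inconclusive = wells under 20 cells, flagged as cytotoxic or low count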;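 also: 0% = DMSO without peptide and 100% = 100 nM NTR1 peptide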
Target sequence (P30989 whole entry, looked up): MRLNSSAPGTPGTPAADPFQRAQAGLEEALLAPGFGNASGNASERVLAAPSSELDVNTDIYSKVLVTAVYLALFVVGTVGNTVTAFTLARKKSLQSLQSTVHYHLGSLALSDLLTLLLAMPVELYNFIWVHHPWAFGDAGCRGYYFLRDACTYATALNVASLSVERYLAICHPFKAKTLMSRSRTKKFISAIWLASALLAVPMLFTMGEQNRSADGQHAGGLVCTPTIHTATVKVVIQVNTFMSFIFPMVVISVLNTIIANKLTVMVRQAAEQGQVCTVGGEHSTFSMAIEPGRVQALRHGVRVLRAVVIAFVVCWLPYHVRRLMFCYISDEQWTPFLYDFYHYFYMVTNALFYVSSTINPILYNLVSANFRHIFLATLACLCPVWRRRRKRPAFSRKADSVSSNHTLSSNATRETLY
NS5 inhibitors – Dengue-2 NS5 methyltransferase inhibitors, primary screen, biochemical, confirmation dose response (AID 588689); Genome polyprotein (Dengue virus type 2 (strain 16681-PDK53)); Dengue-2 NS5 methyltransferase capping enzyme assay, biochemical; higher % means a stronger effect; inhibition, % at 25 µM; hits with a dose series show IC50 in µM; hit rate 0.3% among 340,000; in the data active = a potency from the dose series; inconclusive = inhibition above about 29% without an active follow-up result
RSV antiviral HEp-2 – RSV antiviral activity via CPE protection, HEp-2 cells, primary 10 µM value included (AID 2391); HEp-2 cells, RSV-induced CPE inhibition; higher % means a stronger effect; one-dose CPE inhibition, % at 10 µM; IC50 in µM for titrated hits; hit rate 0.13% among 310,000; in the data active = a potency from the dose series; inconclusive = CPE inhibition mostly from about 23% at the one dose, without a potency; inactive = the rest, 99 in 100 with CPE inhibition below about 21%; also: strong numbers were not always called active
Large T inhibition – SV40 large T antigen inhibitors, biochemical (AID 1903); SV40 large T antigen ATPase/helicase inhibition assay; higher % means a stronger effect; one-dose inhibition, % at 20 µM; IC50 in µM for titrated hits; hit rate 0.39% among 310,000; in the data active = a potency from the dose series; inconclusive = inhibition mostly from about 32% at the one dose, without a potency; inactive = the rest, 99 in 100 with inhibition below about 32%; also: strong numbers were not always called active
T cell modulator – modulators of CD8 T cell-vesicle binding, primary screen, mouse 2C CD8+ T cells, flow cytometry; 2C CD8+ T cell-vesicle binding; hits give low values; hit rate 0.068% among 330,000; calls only at 7 µM;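 active = response, share of CD8 T cells binding vesicles, and their 90th percentile fluorescence all below set limits, cut at about 80% in these data, passing the limit was not always enough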
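Assay system: 2C TCR transgenic mouse naive CD8+ T cells, MACS-purified | Read-out: CD8+ gate FL2 mean fluorescence as % of same-row positive control | Signal: High-throughput flow cytometry with anti-B7-1 and anti-CD8 staining | Timing: Binding step 1.5 h, 37 °C, antibody labelling 20 min, ice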
West Nile virus CPE – West Nile virus antiviral activity, cell-based, CPE readout (AID 1621); West Nile virus-infected cells, CPE inhibition; higher % means a stronger effect; one-dose CPE inhibition, % at 10 µM; IC50 in µM for titrated hits; hit rate 0.02% among 290,000; in the data active = a potency from the dose series; inconclusive = CPE inhibition mostly from about 3.7% at the one dose, without a potency; inactive = the rest, 99 in 100 with CPE inhibition below about 2.2%; also: strong numbers were not always called active
T cell modulator vesicle-bound % – second read-out of T cell modulator, no call of its own (marks repeat the call); double positive events, %; measured here: CD8+ vesicle-bound cell fraction;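 binding gate set so that unloaded-vesicle control wells show 10% double positive cells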
NTR1 agonist cell count 20 µM – recorded beside NTR1 agonist, whose call it bears; cell count; measured here: cell count, cytotoxicity flag
NS5 inhibitors pilot replicate – also measured in NS5 inhibitors; calls as there; inhibition, %; measured here: pilot screen replicate inhibition
* hit, by the source's call; i = inactive; ? = inconclusive; . = not tested or not shown; [ ] = remark or other dose.

SMILES | Rac1 GTP hydrolysis | Salmonella PhoP GFP | UTI89 phage lysis | NTR1 agonist | NTR1 agonist cell count 20 µM | NS5 inhibitors | RSV antiviral HEp-2 | Large T inhibition | T cell modulator | T cell modulator vesicle-bound % | West Nile virus CPE | others
FC(F)(F)c1ccc(NC2=NCCC2)cc1 | -22.4% | 2.7% | -1.0% | 0.5 | 29 | -14.5% | 0.3% | 17.4% | i | 39.0 | 0.1%
Cc1cccc(C(=O)OCC(=O)N2CCC(c3ccccc3)=N2)c1O | 1.1% | -9.8% | -1.1% | 5.3 | 61 | 0.7% | -1.1% | 0.3% | i | 56.8 | .
O=C(Nn1c(-c2ccc(Br)cc2)nc2ccccc2c1=O)c1ccc([N+](=O)[O-])cc1 | 0.6% | -7.0% | 0.2% | 2.8 | 91 | 4.5% | 6.7% | 3.9% | i | 43.0 | -0.4%
COc1ccc(Nc2nc(N)c(C(=O)c3ccc(OC)cc3)s2)cc1 | 16.1% | . | 0.2% | 0.9 | 76 | -8.5% | 0.1% | 6.1% | i | 58.2 | 1.4%
CC(C(=O)Nc1ccc2c(c1)OCO2)n1cnc2c1c(=O)n(C)c(=O)n2C (centres undefined) | 2.5% | . | 2.3%[50 µM] | 1.0 | 62 | 4.4% | . | . | i | 44.9 | .
COc1ccccc1OCCNC(=O)C(CCSC)NS(=O)(=O)c1ccccc1F (centres undefined) | 6.8% | -5.3% | 0.6%[50 µM] | -2.1 | 59 | -7.2% | 0.9% | 6.4% | i | 21.8 | .
COc1cc(OC)cc(-c2c(C#Cc3ccsc3)c3cc(-c4ccc(N(C)C)nc4)ccc3n2C)c1 | 10.2% | . | 0.6% | 0.7 | 44 | -1.7% | . | . | i | 21.9 | .
CCN1CCN(C(=O)c2ccc3nc(-c4ccccc4)c(-c4ccccc4)nc3c2)CC1 | 3.8% | -3.3% | -0.8%[50 µM] | 2.2 | 56 | -2.0% | 0.0% | 11.1% | i | 16.7 | -1.1%
Cc1ccc(-n2ncc3c2CC(C)(C)CC3NC(=O)CCc2c(C)noc2C)cc1 (centres undefined) | 2.3% | 0.6% | -0.2%[50 µM] | 2.3 | 60 | 4.5% | 0.4% | 10.9% | i | 66.3 | -1.1%
CC1CCCCC12NC(=O)N(CC(=O)N(C)Cc1nc3ccccc3c(=O)[nH]1)C2=O (centres undefined) | 4.3% | . | 0.5%[50 µM] | -2.1 | 99 | 0.0% | 1.3% | . | i | 22.0 | .
COc1nc(C)ccc1-c1noc(-c2cccs2)n1 | . | -2.5% | . | 1.0 | 54 | . | 5.0% | 5.5% | i | 38.0 | -0.3%
COC(=O)Cn1c(=O)sc2ccccc21 | 6.7% | 9.2% | 0.0% | -0.8 | 85 | -3.5% | -0.3% | 18.7% | i | 28.5 | 1.0%
CCOc1ccc(S(=O)(=O)N2CCC(C(=O)N3CCCCCC3)CC2)cc1Cl | 4.6% | -4.4% | -0.7%[50 µM] | 2.7 | 68 | 2.6% | 15.3% | 15.9% | i | 8.9 | -1.0%
C/C(=N/NC(=O)c1cccs1)c1cccs1 | 6.6% | -4.3% | 13.8% | 1.2 | 45 | -6.1% | -1.3% | 12.3% | i | 21.5 | 0.0%
O=C(CCc1c[nH]c2ccccc12)OCc1cccc([N+](=O)[O-])c1 | 8.2% | 5.9% | 1.4% | 2.0 | 49 | -6.7% | 0.1% | -3.8% | i | 11.7 | -0.1%
CCN1C(=O)c2ccccc2S(=O)c2ccc(C(=O)NC3CC3)cc21 (centres undefined) | 3.4% | -2.2% | -1.0% | -2.0 | 57 | -0.7% | 1.6% | 7.9% | i | 56.4 | -0.3%
O=C(NCc1ccco1)C1CCCN(S(=O)(=O)c2cccc3nsnc23)C1 (centres undefined) | 7.6% | -9.4% | 3.5% | 0.0 | 66 | -10.4% | 1.5% | 2.8% | i | 38.8 | -0.8%
O=C1c2ccccc2S(=O)(=O)c2cc(C(=O)N3CCN(C(=O)c4ccccc4)CC3)ccc21 | 6.7% | -7.9% | 0.0% | -0.4 | 87 | -4.8% | 0.1% | 8.8% | i | 15.6 | -0.3%
COc1ccc(C(=O)COC(=O)Cn2nnc3ccccc32)cc1Br | -2.8% | -9.7% | -0.3% | -0.4 | 90 | -3.3% | 7.2% | 5.4% | i | 40.8 | 0.6%
CCOC(=O)N1CCN(c2c(F)cc3[nH]c(=S)[nH]c3c2Br)CC1 | 20.0% | -4.1% | 9.5% | 3.6 | 67 | -5.6% | 2.8% | 3.9% | i | 32.8 | 0.6%
O=C(Oc1cc2oc(=O)cc(-c3ccccc3)c2cc1Cl)C1CCCCC1 | 4.3% | -6.9% | 0.9% | 0.0 | 45 | 7.5% | 6.0% | 10.1% | i | 44.3 | -0.1%
Cc1ccc(NC(=O)CSc2nnc(C)c(=O)n2N)cc1Cl | 4.9% | -5.9% | 0.1% | -0.5 | 60 | 2.9% | 0.2% | 16.9% | i | 28.2 | -0.4%
O=C(O)Cc1ccc(C(=O)c2cccs2)s1 | 1.2% | 5.2% | 1.0% | -1.3 | 45 | -9.4% | 0.8% | 11.1% | i | 47.3 | -0.3%
Cc1cc(Cl)ccc1OCCCC(=O)Nc1ccc(S(=O)(=O)Nc2ncccn2)cc1 | -1.1% | -2.4% | -0.6% | -0.4 | 52 | 8.7% | 7.5% | 8.6% | i | 16.8 | 0.0%
CSc1ccc(CN(C)C(=O)C(c2ccccc2)c2ccccc2)cc1 | 5.2% | -8.0% | -0.1% | 4.1 | 55 | -6.8% | 2.5% | 8.4% | i | 10.0 | -0.3%
Next records follow:
SMILES | Rac1 GTP hydrolysis | Salmonella PhoP GFP | UTI89 phage lysis | NTR1 agonist | NTR1 agonist cell count 20 µM | NS5 inhibitors | RSV antiviral HEp-2 | Large T inhibition | T cell modulator | T cell modulator vesicle-bound % | West Nile virus CPE | others
Cc1ccc(-n2nc3c(=O)n(CC(=O)NCc4ccc(C)o4)nc(C)c3c2C)cc1 | 9.4% | 11.9% | 0.5% | 1.0 | 64 | 8.0% | 0.1% | 10.1% | i | 39.5 | -0.5%
CCn1cc(C(=O)NCC2CCCO2)c(=O)c2cc(S(=O)(=O)N3CCCCC3)ccc21 (centres undefined) | 1.2% | -6.4% | 0.0% | -1.1 | 89 | -8.9% | 0.6% | 1.7% | i | 54.8 | 1.4%
Cc1ccc(CC(=O)Nc2nc3c(s2)CCCC3)cc1 | 1.3% | 1.2% | 7.7% | 0.1 | 47 | -9.6% | ? | 11.8% | i | 60.6 | -0.1%
COc1ccccc1NC(=O)CCSc1nnc(-c2ccc(O)cc2)o1 | 7.8% | 2.9% | 1.0% | 1.6 | 87 | 2.2% | 0.2% | 33.7% | i | 43.9 | -0.2%
CCOc1cc(C(=S)N2CCCC2)ccc1OC(=O)Cc1ccc(F)cc1 | 4.5% | 5.2% | 0.1% | 1.9 | 91 | -3.6% | 1.6% | 8.4% | i | 56.0 | 0.5%
Cc1cnc(NC(=O)CC(C)c2ccccc2)s1 (centres undefined) | -0.3% | 8.0% | -0.3% | -0.3 | 53 | -4.6% | -1.4% | 6.5% | i | 7.0 | 1.3%
COc1ccc([C@@H]2[C@@H]3C(=O)N(C(C)(C)C)C(=O)[C@@H]3[C@]3(C)C(=O)N(c4ccc(C(F)(F)F)cc4)C(=O)N23)cc1 | 3.9% | . | 2.5% | 22.3 | 77 | -4.8% | 11.4% | 7.5% | i | 16.1 | -1.3%
COc1ccc(-c2nc(CS(=O)(=O)CC(=O)NCc3ccccc3OC)c(C)o2)cc1 | -0.9% | -2.8% | -0.1% | 0.9 | 50 | -7.3% | 2.9% | 3.4% | i | 6.9 | -0.5%
CCN(CC)CCCNC(=O)Cn1cnc2sc(C)c(S(=O)(=O)N3CCN(c4ncccn4)CC3)c2c1=O | 3.4% | -7.0% | -0.1% | 0.1 | 28 | . | -0.8% | 8.9% | i | 29.7 | -0.1%
COc1ccc(OC)c(-c2cc(C(=O)N/N=C/c3ccc(F)cc3)c3ccccc3n2)c1 | . | . | . | 2.2 | 49 | . | 1.7% | 22.1% | i | 13.5 | .
COc1ccccc1CCC(=O)Nc1ccc(OC)c(S(=O)(=O)N2CCCCC2)c1 | 4.8% | . | 0.7%[50 µM] | -1.5 | 59 | 2.2% | 0.7% | . | i | 32.9 | .
C=C(c1ccccc1)c1ccccc1N | 6.1% | . | 2.1% | -3.0 | 93 | -11.6% | 1.2% | 11.4% | i | 36.5 | .
CCCC(C)NC(=O)COC(=O)c1ccc2c(c1)C(=O)N(Cc1ccco1)C2=O (centres undefined) | -2.8% | 8.8% | 0.0% | 0.9 | 45 | -7.3% | 0.3% | 4.2% | i | 39.6 | 0.0%
CC(=O)Nc1nonc1-c1nc2ccccc2n1C | 11.3% | -1.2% | 0.3% | 0.8 | 67 | 0.0% | 0.4% | -1.4% | i | 44.4 | -0.1% | NS5 inhibitors pilot replicate=0.6
COc1ccc(C(=O)NNC(=O)Cc2ccc(-c3ccccc3)cc2)cc1OC | 4.8% | -11.0% | 0.1% | -0.9 | 69 | 0.8% | 1.2% | 0.8% | i | 17.2 | -0.1%
CCOc1ccc(OCC)c(NC(=O)c2nnn(CC(=O)Nc3cc(C)cc(C)c3)c2N)c1 | 7.6% | 3.3% | 0.4% | 20.1 | 66 | -11.6% | 1.8% | 5.8% | i | 41.2 | ?
CC(=O)N1c2ccc(S(=O)(=O)NCCC(=O)NC3CCCC(C)C3C)cc2CC1C (centres undefined) | 0.9% | -4.6% | 1.4% | 0.7 | 40 | -4.1% | 1.4% | 16.5% | i | 34.6 | 0.0%
O=C(NCCC(=O)N1CCC2(CC1)NCCc1[nH]cnc12)c1ccc(F)c(F)c1 | 7.0% | -8.0% | 0.4% | 0.6 | 50 | 2.6% | 0.8% | 5.2% | i | 10.9 | 0.0%
CCCCOC(=O)C1CN(c2ccccc2)N=C1C(=O)OCC (centres undefined) | 2.8% | -1.0% | -1.1%[50 µM] | 0.0 | 36 | -9.0% | 0.8% | 10.9% | i | 23.1 | -0.5%
O=c1c2ccccc2nc(SCCN2CCOCC2)n1CCc1ccccc1 | 3.2% | . | -0.8% | 6.2 | 39 | 0.7% | 0.4% | . | i | 58.5 | -1.8%
Cc1c(C(=O)Nc2ccc(Cc3ccncc3)cc2)cccc1[N+](=O)[O-] | 0.2% | -3.6% | 2.7% | 0.6 | 53 | 2.9% | 12.2% | 11.9% | i | 24.7 | -1.1%
